# PPARg SRC-3 ag = promotes SRC-3 coactivator recruitment by human PPARgamma | biochemical PPARgamma/SRC-3 coactivator recruitment assay | P37231 | activation, % at 8 µM | 200,000 tested, 0.26% active; in the data active = activation above about 23%;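 note: 0% = DMSO and 100% = reference agonist; some compounds past the cut are filed as inactive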
# Target sequence (P37231 whole entry, looked up): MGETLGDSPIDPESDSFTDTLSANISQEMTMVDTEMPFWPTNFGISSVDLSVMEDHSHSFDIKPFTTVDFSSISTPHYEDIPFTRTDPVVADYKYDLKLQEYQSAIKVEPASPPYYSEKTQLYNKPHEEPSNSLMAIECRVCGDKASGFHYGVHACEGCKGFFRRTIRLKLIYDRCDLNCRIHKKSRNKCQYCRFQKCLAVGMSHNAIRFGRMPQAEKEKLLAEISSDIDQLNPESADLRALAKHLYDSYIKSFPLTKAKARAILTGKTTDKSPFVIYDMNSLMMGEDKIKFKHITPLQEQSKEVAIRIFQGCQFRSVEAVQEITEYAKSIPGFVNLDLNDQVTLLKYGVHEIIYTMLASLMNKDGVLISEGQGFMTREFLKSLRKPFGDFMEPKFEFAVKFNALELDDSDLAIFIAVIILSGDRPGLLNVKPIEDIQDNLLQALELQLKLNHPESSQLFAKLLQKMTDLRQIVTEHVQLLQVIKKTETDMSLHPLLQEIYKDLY
# PPARg SRC1 recr = agonists of human PPARgamma SRC-1 coactivator recruitment | P37231 | PPARgamma-SRC-1 coactivator recruitment biochemical assay | activation, % at 8 µM | 200,000 tested, 0.41% active; in the data active = activation above about 19%;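 note: 0% = DMSO and 100% = reference agonist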
# TNAP act hi DEA = activators of human TNAP at high phosphate acceptor concentration. P05186. purified TNAP, CDP-star luminescence, 1 M DEA, 30 min; active compounds read high; 0 = EDTA background, 1 = DMSO-only activity. activation factor at 20 µM. 200,000 tested, under 10 active;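 active = activation factor at least 2 at 20 µM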
#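 Control set: EDTA negative control, DMSO positive control / Assay system: human TNAP / Quantity: TNAP 1/800 final / Evaluation: TNAP activation factor scaled between EDTA and DMSO control wells / Measured by: luminescent substrate turnover signal / Compound dosing: one dose, 20 µM / Times: 30 min enzyme reaction at room temperature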
# bIAP inh = intestinal alkaline phosphatase (bovine) inhibition. inhibition, % at 20 µM. 190,000 tested, under 10 active. AID 1019. purified bovine IAP, CDP-star luminescence, 30 min;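 active = over 50% inhibition of intestinal alkaline phosphatase at 20 µM in the single-dose screen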
#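 Assay system – bovine IAP enzyme · Quantity – bovine IAP at 1/65,000,000 final dilution · Detection – CDP-star luminescence signal · Times – 30 min reaction at room temperature · Also added – CDP-star substrate at 30 µM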
# STAT3 inh = inhibitors of IL-6 induced STAT3 signaling. 190,000 tested, 0.89% active. U3A cells, IL-6 STAT3-luciferase reporter, luminescence; host cell line lacks STAT1. AID 862. inhibition, % at 5.5 µM;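 active = inhibition above the mean inhibition across all screened compounds plus 3 SD, cut at about 44% in these data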;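 note: 0% = DMSO only wells and 100% = 100 µM nifuroxazide control wells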
# SRC2 TRFRET art = counter-screen for PPARgamma SRC-2 recruitment agonists: TR-FRET artefact | active compounds read high | TR-FRET ratio at 8 µM | 200,000 tested, 0.4% active | AID 1049; in the data active = TR-FRET ratio above about 2000; note: inactives centre near 1500
# bIAP act = increases bovine intestinal alkaline phosphatase activity; purified bovine IAP, CDP-star luminescence, 30 min; active compounds read high; fold of DMSO-control signal, blank-subtracted; activation factor at 20 µM; 200,000 tested, 0.17% active;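 active = activation factor of 2 or more at 20 µM, a signal rise over negative controls twice the positive control's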
# ROMK primary = modulators of human ROMK potassium channel; 130,000 tested, 2% active; P48048; Tet-inducible ROMK, thallium flux fluorescence; actives lie on both sides; B-score at 10 µM;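 active = signal ratio slope over the read window, or its plate-corrected B-score, at least 3 SD from the plate mean, either direction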;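 note: B-score of the F/F0 ratio slope over 7 to 12 s after thallium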
# Target sequence (P48048 whole entry, looked up): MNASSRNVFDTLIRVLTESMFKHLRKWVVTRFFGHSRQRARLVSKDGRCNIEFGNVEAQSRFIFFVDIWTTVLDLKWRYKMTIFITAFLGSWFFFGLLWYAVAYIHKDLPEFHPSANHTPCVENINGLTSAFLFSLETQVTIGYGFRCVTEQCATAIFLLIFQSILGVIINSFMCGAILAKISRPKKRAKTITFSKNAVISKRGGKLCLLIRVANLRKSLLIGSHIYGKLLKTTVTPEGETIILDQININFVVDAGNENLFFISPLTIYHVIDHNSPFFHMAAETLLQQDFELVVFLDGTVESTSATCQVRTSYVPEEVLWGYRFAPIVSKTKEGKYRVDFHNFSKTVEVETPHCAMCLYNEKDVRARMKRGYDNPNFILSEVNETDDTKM
# STAT3 act = activators of IL-6 induced STAT3 signaling; U3A cells, IL-6 STAT3-luciferase reporter, luminescence; 100% = signal with IL-6 EC80 alone; activation (% of control), % at 5.6 µM; 190,000 tested, 0.91% active;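 active = activation above the screen-wide mean of compound activation plus 3 SD, cut at about 130% in these data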;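 note: 0% = background luminescence of wells with medium and substrate only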
#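 Material: STAT1-lacking human U3A cells, STAT3 luciferase reporter | Benchmarks: IL-6-only wells as 100% reference | Probe or stimulus: IL-6 (33 ng/mL) | Timing: Compound 1 h, then IL-6 6 h at 37 °C | Detection: Luminescence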
# STAT1 blocker = STAT1 signaling inhibition. NIH 3T3 STAT1-luciferase reporter, IFN-gamma, luminescence. inhibition, % at 5.5 µM. 200,000 tested, 0.35% active;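 active = inhibition above a set limit, the mean inhibition across all tested compounds plus 3 SD, cut at about 34% in these data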;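 note: 0% = IFN-gamma with DMSO and 100% = IFN-gamma with 300 µM nifuroxazide; values of inactives mirror those of a sister screen read the other way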
# PPARg SRC-2 ag = PPARgamma-driven SRC-2 recruitment agonism | PPARgamma LBD-SRC-2 recruitment, biochemical | P37231 | AID 1032 | 200,000 tested, 0.34% active | activation, % at 8 µM; in the data active = activation above about 22%;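 note: 0% = vehicle and 100% = reference agonist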
# * marks the source's active call; other numbers are inactive results; x = no result given. This is a random part of the collection. About 3.7% of those tested had a hit in this group.
SMILES,PPARg SRC-3 ag,PPARg SRC1 recr,TNAP act hi DEA,bIAP inh,STAT3 inh,SRC2 TRFRET art,bIAP act,ROMK primary,STAT3 act,STAT1 blocker,PPARg SRC-2 ag
O=C(O)c1cc(-c2ccc(/C=N/N3C(=O)C4C5C=CC(CC5)C4C3=O)o2)ccc1Cl (centres undefined),4,-3,1.1,7,2,1337,0.9,0.79,102,-3,1
Cc1cc(C)nc(-n2nc(C)cc2NC(=O)c2cccc(S(=O)(=O)N3CCCCC3)c2)n1,-4,5,1.1,3,12,1372,1,-0.051,96,-2,-10
CC1CCN(Cc2ccc(NC(=O)C3CCN(c4nnc(-n5cccc5)s4)CC3)cc2)CC1,9,1,1,1,-2,1597,1,x,101,0,1
COc1cc(/C=N/NC(=O)c2cccnc2)ccc1OS(=O)(=O)c1ccc(F)cc1,1,1,1,10,15,1537,0.9,x,94,-8,-1
CCOC(=O)c1[nH]c2ccccc2c1NC(=O)NC1CCCCC1,0,1,1,0,16,1519,1,x,87,0,0
COc1cc(/C=C/C(=O)O)cc(S(=O)(=O)NC2CC2)c1OC,0,4,1,-2,7,1623,1,0.76,94,8,0
O=C(NC1CCCCC1)C1CCCN(S(=O)(=O)c2cnc[nH]2)C1 (centres undefined),5,0,1,9,4,1313,0.9,x,104,-5,-4
Cc1cccc(NC(=O)CN2C(=O)N/C(=C/c3cc(C)n(C(C)C)c3C)C2=O)c1,4,5,1,13,-7,1561,0.9,-0.36,104,0,13
O=C(CCSc1ccc(Cl)cc1)NC12CC3CC(CC(C3)C1)C2,-12,-5,1.1,38,-10,1411,0.6,2.4,107,-2,0
CC(C)CCN1CC(C(=O)NCc2ccccc2)CC1=O (centres undefined),18,-2,1,8,1,1520,0.9,x,102,2,7
COc1ccc(OC(C)C(=O)NCCC2=CCCCC2)cc1 (centres undefined),-3,-3,1,-2,-2,1264,1,-0.15,109,7,-18
CC1(N2CCCCC2)C(=O)c2ccccc2C1=O,6,-1,1.1,5,16,1669,0.9,x,87,5,4
COc1ccc(Cl)cc1NC(=S)N1CCN(c2ccccn2)CC1,-10,3,1,13,20,1464,0.9,x,85,-3,-3
O=C(NCC1CCCO1)C1CC(c2ccc(Cl)c(Cl)c2)=NO1 (centres undefined),4,4,1,1,6,1631,1,x,98,12,7
CC12CN3CC(C)(CN(C1)C3c1ccc(Br)cc1)C2=O (centres undefined),-10,-9,1.1,6,16,1599,0.9,-1.3,92,-3,0
Cn1cccc1C(=O)NC(=O)COC(=O)CNC(=O)CNC(=O)c1ccc(Cl)cc1Cl,-2,-2,1,-13,-7,1563,1.1,0.91,106,2,-5
CCOC(=O)c1c(C2CC2)csc1NC(=O)COC(=O)c1ccc[n+]([O-])c1,4,0,1,5,8,1535,1,-2.4,96,5,4
O=C(NC1CCCCC1)c1ccccc1C(F)(F)F,0,4,1,-11,5,1283,1.1,1.2,103,-4,-1
Cc1cccc(NCc2nnc(-c3ccccc3)o2)c1C,5,6,1.1,7,23,1686,0.9,-0.5,84,2,9
CCOC(=O)c1sc(NC(=O)c2ccc3ncsc3c2)nc1C,17,16,1.1,11,32,1438,0.9,x,74,-50,-4
CCc1nn(CC(=O)NCCCN2CCc3ccccc3C2)c(=O)c2cc3sccc3n12,-4,4,1,-16,6,1661,1.2,x,99,1,12
O=C(NCCc1ccccc1)c1ccncc1,3,1,1.1,-3,-11,1463,1,0.35,116,-33,8
O=C(CC(c1ccccc1)c1ccccc1)OCn1nnc2ccccc2c1=O,-13,4,1,6,-3,1372,0.9,-0.94,101,-8,5
COC(=O)CNC(=O)c1cccc(F)c1,12,3,1,4,-4,1562,1,2.5,104,-7,-2
CC1Cc2nc(SCC(=O)Nc3ccccc3F)n(C)c(=O)c2S1 (centres undefined),5,-4,1.1,-7,14,1698,1.1,x,93,5,4
O=C(N/N=C/c1cnc(N2CCCCC2)s1)c1ccc(Cl)cc1,4,21*,1.1,12,-6,1811,0.9,1.4,111,-1,6
COCC(=O)Oc1c(S(=O)(=O)c2ccc(C)cc2)c(C)nn1-c1ccccc1,-4,4,1,-2,10,1517,1,-0.4,94,5,-12
O=C(COC(=O)C1=COCCO1)Nc1ccc(OC(F)F)cc1,-3,-1,1,12,11,1624,0.9,x,92,-4,4
Cc1ccsc1/C=C(/C#N)C(=O)NCc1ccccc1,10,4,1,6,6,1605,0.9,x,99,-1,8
Cc1ccc(S(=O)(=O)Nc2ccc(Cl)cc2C(=O)c2ccc(F)cc2)cc1,8,8,1,12,-2,1660,0.9,x,107,3,4
COc1ccc(Cl)cc1NC(=O)CN(C)Cc1ccc(OC)c(OC)c1,1,5,1,-6,10,1663,1.1,-0.081,95,15,-4
Cc1ccccc1NC(=O)CN1CCC(NC(=O)Nc2ccccc2)CC1,13,2,1,-129,1,1512,2.3*,-0.86,102,1,6
N#Cc1ccsc1NC(=O)CN(Cc1ccccc1)Cc1ccccc1,10,4,1.1,4,-14,1651,1,-0.4,109,2,18
Cc1ccc(N2CCN(S(=O)(=O)N(C)C)CC2)c(C)c1,2,4,1,14,4,1471,0.9,x,96,-6,1
O=C1COc2ccc(C(=O)COC(=O)C3CCN(S(=O)(=O)c4cccs4)CC3)cc2N1,17,10,1,5,-3,1626,1,x,106,6,12
CCN(CC)C(=O)CSc1nnc(-c2ccccn2)n1-c1ccc(C)c(C)c1,-13,3,1.1,1,7,1501,1,x,103,-3,-6
O=C(Nc1cccnc1)c1ccc(COc2ccccc2Br)o1,-5,4,1,4,21,1535,1,x,84,8,11
Clc1ccc(OCc2nn3c(-c4ccncc4)nnc3s2)cc1,6,5,1,9,20,1759,0.9,x,87,-1,15
O=c1[nH]c(Cc2ccccc2)nc2ccccc12,3,-2,1.1,6,-1,1446,0.9,-0.48,104,1,-5
Cc1cc(C)cc(NC(=S)N2CCC(NC(=O)c3ccccc3C)CC2)c1,-1,-2,1.1,11,7,1597,0.9,-0.28,99,4,4
CC1=C(c2ccc(Cl)cc2)[N+](=O)C(C)(C)N1[O-],1,4,1,-7,4,1802,1.1,-2.1,100,-3,5
NNC(=O)CNC(=O)c1ccccc1F,6,-4,1,0,5,1582,1,x,100,8,10
c1ccc(-c2cc(N3CCCCC3)c3ccccc3n2)cc1,0,7,1,19,9,1696,0.8,0.62,96,7,8
COC(=O)c1ccc(CSc2nnc(-c3c[nH]c4ccccc34)n2C)o1,1,3,1,3,24,1541,1,x,87,-10,10
CN(CC(=O)Nc1nc2ccccc2s1)S(=O)(=O)c1ccccc1,-1,6,1,12,-11,1534,0.9,x,109,-14,6
O=c1c2[nH]c3ccccc3c2ncn1Cc1ccco1,0,0,1,9,3,1545,0.9,x,101,-6,2
COc1ccccc1OCC(=O)Nc1cccc(-c2nc3ccccc3o2)c1,-4,4,1,8,6,1475,0.9,x,96,-30,1
O=C(COC(=O)c1ccc2c(c1)C(=O)N(c1cccc3ncccc13)C2=O)c1ccc(Cl)cc1,-1,-2,1,5,-8,1521,1,0.0044,104,-1,3

# Brought forward from above: 4 entries, then new ones.
SMILES,PPARg SRC-3 ag,PPARg SRC1 recr,TNAP act hi DEA,bIAP inh,STAT3 inh,SRC2 TRFRET art,bIAP act,ROMK primary,STAT3 act,STAT1 blocker,PPARg SRC-2 ag
CN(CC(=O)Nc1nc2ccccc2s1)S(=O)(=O)c1ccccc1,-1,6,1,12,-11,1534,0.9,x,109,-14,6
O=c1c2[nH]c3ccccc3c2ncn1Cc1ccco1,0,0,1,9,3,1545,0.9,x,101,-6,2
COc1ccccc1OCC(=O)Nc1cccc(-c2nc3ccccc3o2)c1,-4,4,1,8,6,1475,0.9,x,96,-30,1
O=C(COC(=O)c1ccc2c(c1)C(=O)N(c1cccc3ncccc13)C2=O)c1ccc(Cl)cc1,-1,-2,1,5,-8,1521,1,0.0044,104,-1,3
O=C(COC(=O)CNS(=O)(=O)c1c(Cl)cccc1Cl)Nc1ccccc1Sc1ccccc1,-1,5,1,-18,-7,1612,1.2,-0.6,104,-11,-1
O=C(Cc1cccs1)N(c1ccc(Cl)cc1)C1C=CS(=O)(=O)C1 (centres undefined),9,5,1,3,5,1548,1,x,99,-7,5
Cc1ccc(-c2nc3ncccc3o2)cc1NC(=O)c1ccco1,-5,-4,x,x,17,1419,x,x,88,-2,-6
COC(=O)Nc1ccc(S(=O)(=O)Nc2ccc(C(=O)O)cc2)cc1,-7,0,1,-1,3,1623,1,0.58,103,5,0
CCC1=C/C(=C/N(C)c2ccccc2)C(=O)S1,7,0,1.1,10,0,1411,0.9,x,104,15,-4
CCOC(=O)c1nn(-c2sc(C(=O)OC)c(C)c2C(=O)OC)cc1O,-2,8,1,-2,9,1600,1,-0.38,95,5,5
Cn1nc(C(C)(C)C)c([N+](=O)[O-])c1C(=O)NCCO,1,2,1.1,-3,-4,1487,1,-0.78,105,-6,6
Cc1ccc(N(CC(=O)N2CC(=O)Nc3ccccc32)S(=O)(=O)c2ccc3c(c2)OCCO3)cc1,-10,4,1,5,3,1486,1,x,101,-2,-9
CC(C)(C)c1ccc(OCC(=O)N2CCCCCC2)c(Br)c1,-1,1,1,-10,-11,1288,1.1,-1.7,117,-38,-14
CCOC(=O)/C(C#N)=C\C=C1C=CN(C)C=C1,21,24*,0.7,47,-2,1925,0.5,x,105,-59,32*
COc1cc(/C=C(\C#N)c2nc3ccc(C)cc3[nH]2)cc([N+](=O)[O-])c1O,3,-4,0.8,22,-2,1854,0.8,0.18,106,-19,11
Cc1[nH]n(-c2ccccc2)c(=O)c1/C=N/O,8,2,1,2,-1,1334,1,1.3,103,0,4
Cc1occc1C(=O)NCc1cccs1,-4,1,1,-14,-6,1475,1.1,x,105,-5,7
Cc1oc(-c2ccccc2)cc1C(=O)Nc1ccc(N(C)C)cc1,18,4,1,8,17,1528,0.9,x,88,1,10
COCc1cc(C)n(CC(=O)Nc2cccc(C)c2)c(=O)c1C#N,-4,0,1.1,1,4,1509,1,0.56,97,13,12
CSc1nc(C)cc(OCCNS(=O)(=O)c2ccc(C)cc2)n1,3,7,x,x,3,1666,x,-0.42,98,6,14
Cc1ccc(S(=O)(=O)N2CCCCC2)cc1NC(=O)C1CC(=O)N(Cc2ccccc2)C1 (centres undefined),2,4,1.1,11,-4,1638,0.9,-0.54,101,-6,1
O=C(CN1C(=O)C2C3C=CC(C4CC34)C2C1=O)Oc1ccccc1 (centres undefined),7,9,1,-6,10,1734,1.1,-0.018,101,-4,9

# Compound activity as filed in PubChem BioAssay.
